High-throughput results: PubChem, Sanford-Burnham Center for Chemical Genomics
Lipid droplet: modulators of hepatic lipid droplet formation; inhibition, % at 6.5 µM; 240,000 tested, 0.4% active; AML12 mouse hepatocytes, oleate lipid droplets, BODIPY imaging;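 active means lipid droplet intensity inhibited by at least 50%, with more than 500 cells counted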
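Test system: AML12 mouse liver cells; schedule: overnight exposure; technique: high-content imaging of BODIPY-stained droplets and DAPI nuclei; read-out: % inhibition of corrected integrated BODIPY droplet signal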
HEK293 NOD2/NF-kB: inhibition of NOD2-driven NF-kB reporter – cell-based, luminescence, uHTS, HEK293 (AID 1566). HEK293 NOD2/NF-kB luciferase reporter, luminescence; higher % means a stronger effect. one-dose inhibition, % at 4 µM; EC50 in µM for titrated hits. 290,000 tested, 0.63% active; in the data active means inhibition above about 50%; further: many of its hits are not listed in these tables
Lipid droplet cells 6.5 µM: recorded beside Lipid droplet, whose call it bears; cell count; measured here: cell count, cytotoxicity flag;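 cells counted across two imaged fields per well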
Numbers without * were called inactive. A portion of the library. The share of hits here may be higher or lower than overall.

Results follow in this order: Lipid droplet, Lipid droplet cells 6.5 µM, HEK293 NOD2/NF-kB
> COc1ccc(S(=O)(=O)N2CCOCC2)cc1NC(=O)CSc1ccccc1
    4, 893, 2%
> COC(=O)COc1ccc(C(C2C(=O)CC(C)(C)CC2=O)C2C(=O)CC(C)(C)CC2=O)cc1
    -25, 845, 0%
> CCOc1ccc(S(=O)(=O)N(C)CC(=O)NC2CCCC2)cc1
    -9, 835, 10%
> O=C(CN1C(=O)/C(=C/c2ccc(Cl)cc2)SC1=S)NC1C=CS(=O)(=O)C1 (configuration not stated)
    2, 731, -5%
> O=C(Nc1c2c(nn1-c1ccccc1)CS(=O)(=O)C2)c1ccccc1Br
    4, 733, -10%
> Cc1ncc(CN2CCCC(C(=O)Nc3ccc(-c4cccc(F)c4)cc3)C2)s1 (configuration not stated)
    11, 708, -15%
> CCOc1ccc(N(CC(=O)NC2CCCC2)S(=O)(=O)c2ccccc2)cc1
    10, 813, 3%
> CCOc1ccc(N(CC(=O)N2CCN(Cc3ccccc3)CC2)S(C)(=O)=O)cc1
    -14, 828, -5%
> CC(C)c1ccc(NC(=O)C2CCCN(S(=O)(=O)c3ccc4c(c3)C(C)(C)C(=O)N4C)C2)cc1 (configuration not stated)
    0, 770, 17%
> Cc1ccccc1NC(=O)Cc1c[nH]c2ccccc12
    -4, 830, 2%
> C=C(C)CSc1nc2sc3c(c2c(=O)n1-c1ccc(OC)cc1)CCN(C)C3
    1, 849, -1%
> CCN(c1ccccc1)S(=O)(=O)c1ccc(C(=O)N(CCCN(C)C)c2nc3c(C)cccc3s2)cc1
    -11, 473, 1%
> N#Cc1ccc(N2CCN(C(=O)c3cccs3)CC2)c(F)c1
    -14, 830, -5%
> CN(CCOc1ccc(Br)cc1)CC(O)COc1ccc(C#N)cc1 (configuration not stated)
    -17, 846, -10%
> CC1=C(C(=O)OCc2ccccc2)C(c2cccc(Cl)c2Cl)NC(=O)N1CCCCCC(=O)O (configuration not stated)
    -22, 740, -2%
> COc1ccccc1C(=O)N1CC(=O)Nc2ccc(F)cc2C1c1ccccc1 (configuration not stated)
    -27, 810, -5%
> COc1ccc(N(CC(=O)Nc2cccnc2)S(=O)(=O)c2ccc(C)cc2)cc1Cl
    11, 707, 8%
> COc1ccc(OCc2cc(/C=N\NC(=O)c3ccccc3)ccc2OC)cc1
    -2, 649, -10%
> COc1cccc(C(=O)CC(=O)C(=O)Nc2cccc([N+](=O)[O-])c2C)c1
    10, 686, 9%
> O=C(N/N=C/c1cccc2ccccc12)c1cc2ccccc2o1
    -13, 819, -30%
> CCn1c(C)c(C)c2cc(C(=O)NCCCN3CCCCCC3)ccc21
    -18, 737, 13%
> Cc1ccc(NC(=S)NCc2ccc(Cl)cc2)c(OC(F)F)c1
    -4, 792, 0%
> O=C(Nc1ccc2c(c1)OCCO2)c1cccc(Cl)c1Cl
    0, 836, -65%
> COc1ccc(CCNCC(=O)Nc2ccc(OC(F)F)cc2)cc1
    9, 819, -5%
> COc1ccc(Nc2nc(-c3cccnc3)nc3ccccc23)cn1
    1, 808, 14%
> CCc1cc(=O)oc2cc(C)cc(OCC(=O)NCc3ccncc3)c12
    0, 700, -3%
> COc1ccc(F)c(-c2nc(CN3CCN(C(=O)c4ccco4)CC3)c(C)o2)c1
    -6, 711, 1%
> O=C(CN1C(=O)/C(=C/c2ccco2)SC1=S)NC1CCS(=O)(=O)C1 (configuration not stated)
    9, 727, -5%
> COc1ccc(NC(=O)CCS(=O)(=O)c2ccc(Cl)cc2)cc1
    4, 855, 11%
> O=C(Nc1cccc(C(=O)O)c1)/C(=C\c1ccccc1Cl)NC(=O)c1ccco1
    -8, 701, 5%
> CC(NC(=O)C1CCC(CNS(=O)(=O)c2ccc3c(c2)C(C)(C)C(=O)N3C)CC1)c1ccccc1 (configuration not stated)
    0, 781, 28%
> COc1ccccc1CN(C(=O)CNC(=O)c1ccco1)C(C(=O)NCC1CCCO1)c1ccccc1 (configuration not stated)
    12, 831, 23%
> CSc1ccc(/C=C2\C(=N)N3N=C(CC(=O)N4CCCCC4)SC3=NC2=O)cc1
    14, 781, -2%
> Cc1nn(CCC(=O)Nc2cccc(C#N)c2)c(C)c1S(=O)(=O)N1CCCCC1
    -1, 767, 12%
> O=S(=O)(Nc1ccc2cn[nH]c2c1)c1ccc(Cl)cc1
    0, 709, 13%
> O=C(NNC(=O)C1CCC1)c1ccc(Cl)cc1
    17, 830, 6%
> CC(=O)Nc1ccc(NC(=O)CN2C(=O)COc3ccc(S(=O)(=O)N4CCOCC4)cc32)cc1
    -4, 632, 7%
> Cc1cc(OCC(=O)NC(Cc2ccc(Cl)cc2)C(=O)O)c2c(C)cc(=O)oc2c1 (configuration not stated)
    -2, 793, 6%
> Cc1ccc(C)c(C(=O)N2CCC(n3nccc3NC(=O)C3CC3)CC2)c1
    7, 698, 9%
> CCc1cc(C(=O)N2CCN(c3ccccc3OC)CC2)sc1C
    -10, 836, 13%
> CCNC(=O)N1CCC(n2nccc2NC(=O)CCCc2ccccc2)CC1
    8, 665, -5%
> COc1ccccc1C(=O)NC(CCSC)C(=O)NNC(=O)c1ccc(F)cc1 (configuration not stated)
    4, 874, 5%
> COCCCNC(=O)C1CCN(S(=O)(=O)c2ccc3nc4c(c(C(=O)O)c3c2)CCCCC4)CC1
    0, 765, 13%
> Cc1cc(C(=O)N2CCN(c3ccc([N+](=O)[O-])cc3)CC2)n[nH]1
    7, 787, -4%
> COc1ccc(NC(=O)CSc2nc3ccc(Nc4nc(N5CCOCC5)nc(N5CCOCC5)n4)cc3s2)cc1
    12, 666, 32%
> CCc1ccccc1NC(=O)C1CCN(c2cnccn2)CC1
    6, 743, -8%
> Cc1ccc(C(=O)Nc2nnc(CC(=O)N/N=C/c3ccc(O)c(O)c3)s2)cc1
    -1, 629, -8%
> COc1ccc(-c2noc(CN(C)C(=O)c3ccc4c(c3)OCO4)n2)cc1OC
    -24, 727, -2%
> COc1ccc(CC(=O)N/N=C(\C)CC(=O)Nc2ccc3c(c2)OCCO3)cc1OC
    11, 829, 11%
> O=C(C1CCC(=O)N(C2CCCC2)C1)N1CCC(Oc2ccccc2Cl)CC1 (configuration not stated)
    -5, 706, 2%
> Cc1cc(NC(=O)CS(=O)CC(=O)Nc2c(C)cccc2C)ccc1-n1cnnn1 (configuration not stated)
    -10, 747, 14%
> CCOC(=O)c1c(NC(=O)C(NCCN(C)C)c2ccccc2)sc2c1CCCC2 (configuration not stated)
    -2, 774, 20%
> NS(=O)(=O)c1ccc(CCNC(=O)CNC(=O)c2ccc(F)cc2)cc1
    0, 761, -8%
> COc1ccc(CCNC(=O)C(=O)NCC2OCCN2S(=O)(=O)c2ccc(OC)c(OC)c2)cc1 (configuration not stated)
    -5, 754, 17%
> Cc1ccc(N2CCN(CC(O)COc3ccccc3)CC2)cc1 (configuration not stated)
    -7, 809, -3%
> O=C(CSc1n[nH]c(-c2ccccn2)n1)Nc1ccc(F)cc1
    -6, 749, 28%
> CC(=O)c1ccc(NC(=O)c2ccc(N3C(=O)c4cccnc4C3=O)cc2)cc1
    -1, 826, -9%
> Cc1cc(OC(=O)c2cc(C(F)(F)F)cc(C(F)(F)F)c2)c([N+](=O)[O-])c(=O)[nH]1
    14, 732, 7%
> COc1ccc(S(=O)(=O)N2CCNC(=O)CC2)cc1
    6, 736, 20%
> Cc1cc(NC(=O)CC2Oc3ccccc3NC2=O)ccc1Br (configuration not stated)
    -25, 663, -1%

(cont.)
Results follow in this order: Lipid droplet, Lipid droplet cells 6.5 µM, HEK293 NOD2/NF-kB
> COc1ccc(OC)c(NC(=O)c2ccccc2N(C)S(=O)(=O)c2ccc(C)cc2)c1
    -11, 813, 16%
> O=C(CN1C(=O)c2cccc3cccc(c23)C1=O)NCCCO
    11, 790, -8%
> CN1CCN(S(=O)(=O)c2ccc(NC(=O)Cc3ccc([N+](=O)[O-])cc3)cc2)CC1
    38, 850, 20%
> COc1ccccc1N1CCN(CCCNC(=O)C2CCCN(c3ncnc4c3nc3n4CCCCC3)C2)CC1 (configuration not stated)
    -6, 715, 29%
> COc1ccc(C)cc1N(CC(=O)N1CCCC1)S(=O)(=O)c1ccccc1
    -9, 819, -7%
> COc1ccc(N(C(=O)CNC(=O)c2ccco2)C(C(=O)NCC2CCCO2)c2ccccc2)cc1Cl (configuration not stated)
    -34, 783, -4%
> Cc1cc(C)c(S(=O)(=O)NC2CC(C)(C)NC(C)(C)C2)cc1C
    -3, 792, -25%
> COc1ccccc1CNS(=O)(=O)c1ccc(-c2cnc(C3CC3)o2)cc1
    -81, 325, 16%
> Cc1cc(OC(C)C(=O)N2CCN(c3ccc(F)cc3)CC2)c2c(C)c(C)c(=O)oc2c1 (configuration not stated)
    -10, 737, 3%
> Cc1ccc(/C=N\NC(=O)CNC(=O)C23CC4CC(CC(C4)C2)C3)o1
    0, 834, 2%
> O=S(=O)(c1cnc[nH]1)N1CCN(C(c2ccc(F)cc2)c2ccc(F)cc2)CC1
    -1, 670, 4%
> CCCn1cc(CN2CCC(n3nccc3NC(=O)c3ccc4c(c3)OCO4)CC2)c(C)n1
    0, 760, 12%
> CC(=O)C(C)n1c(CN2CCN(C(=O)c3ccco3)CC2)nc2c1c(=O)n(C)c(=O)n2C (configuration not stated)
    -1, 679, 8%
> Cc1cc(S(=O)(=O)N2CCOCC2)ccc1OCC(=O)N1CCCCC1
    -4, 785, 2%
> COc1ccccc1CNC(=O)CCCn1nc(C)n2ccnc2c1=O
    -11, 790, 10%
> Cc1c(C)n(C)c2ccc(C(=O)NCCCN3CCOCC3)cc12
    -1, 728, 0%
> COc1ccc(C(=O)Nc2ccc(S(=O)(=O)N3CCCC3)cc2)cc1[N+](=O)[O-]
    -1, 798, -3%
> C[C@H](NC(=O)c1nc[nH]c1C(=O)N1CCN(c2ccccc2)CC1)C(=O)OCc1ccccc1
    -5, 789, -2%
> COc1ccccc1N1CCN(C(=O)c2ccc(N(C)S(=O)(=O)c3ccccc3)cc2)CC1
    -1, 802, 23%
> COc1cccc(-c2cc(C(=O)N3CCN(S(=O)(=O)c4ccccc4)CC3)[nH]n2)c1
    12, 863, 28%
> Cc1nn(CC(=O)N2CCN(c3cccc(C(F)(F)F)c3)CC2)c(=O)c2cccn12
    27, 716, 21%
> Cc1cccc(NS(=O)(=O)c2ccc(-c3cnc(C4CC4)o3)cc2)c1
    -163, 348, 18%
> O=C(Nc1ccc(F)cc1)c1ccc2c(=O)n3c(nc2c1)CCCCC3
    20, 865, -18%
> COc1ccc(CCNC(=O)C(=O)NCC2OCCN2S(=O)(=O)c2ccc(OC)c(C)c2)cc1 (configuration not stated)
    -5, 785, 19%
> COc1ccc(-n2ccc(=O)c(C(=O)Nc3ccc(S(=O)(=O)Nc4nccs4)cc3)n2)cc1
    10, 758, 13%
> Cc1ccc(NC(=O)CSc2nnc(N)s2)cc1S(=O)(=O)N1CCCCC1
    0, 760, -4%
> CN1CCN(C(c2ccc(Br)cc2)c2cc(Cl)c3cccnc3c2O)CC1 (configuration not stated)
    -18, 694, 7%
> CCOc1ccc(N2CC(C(=O)N3CCN(C(=O)c4ccco4)CC3)CC2=O)cc1 (configuration not stated)
    -26, 833, 0%
> CC(=O)n1cc(/C=N/NC(=O)c2ccc([N+](=O)[O-])cc2)c2ccccc21
    4, 682, 1%
> O=C(O)c1ccc(N2C(=O)CC(N3CCN(c4cccc(Cl)c4)CC3)C2=O)cc1 (configuration not stated)
    -3, 762, 0%

Some of the entries above in another layout.
molecule	Lipid droplet	Lipid droplet cells 6.5 µM	HEK293 NOD2/NF-kB
C=C(C)CSc1nc2sc3c(c2c(=O)n1-c1ccc(OC)cc1)CCN(C)C3	1	849	-1%
CCN(c1ccccc1)S(=O)(=O)c1ccc(C(=O)N(CCCN(C)C)c2nc3c(C)cccc3s2)cc1	-11	473	1%
N#Cc1ccc(N2CCN(C(=O)c3cccs3)CC2)c(F)c1	-14	830	-5%
CN(CCOc1ccc(Br)cc1)CC(O)COc1ccc(C#N)cc1 (configuration not stated)	-17	846	-10%
CC1=C(C(=O)OCc2ccccc2)C(c2cccc(Cl)c2Cl)NC(=O)N1CCCCCC(=O)O (configuration not stated)	-22	740	-2%
COc1ccccc1C(=O)N1CC(=O)Nc2ccc(F)cc2C1c1ccccc1 (configuration not stated)	-27	810	-5%
COc1ccc(N(CC(=O)Nc2cccnc2)S(=O)(=O)c2ccc(C)cc2)cc1Cl	11	707	8%

Next results
Results follow in this order: Lipid droplet, Lipid droplet cells 6.5 µM, HEK293 NOD2/NF-kB
> O=C(COC(=O)c1cc([N+](=O)[O-])ccc1N1CCOCC1)NCc1ccc(Cl)cc1Cl
    -10, 838, -4%
> O=C(CSc1nc2ccccc2nc1N1CCCCC1)N1CCN(c2ccccc2)CC1
    21, 766, 8%
> CC(CNC(=O)c1ccc(OC2CCN(Cc3ccccn3)CC2)cc1)Oc1cccnc1 (configuration not stated)
    21, 675, 4%
> COc1ccc(C(=O)N/C(=C\c2ccc(OC)c(OC)c2)C(=O)N2CCCCC2)cc1
    7, 701, 4%
> COc1cccc(CNC(=O)C2CCN(c3nnc(N4CCCC4=O)s3)CC2)c1
    6, 746, 18%
